HCV inhibitor: HCV inhibition; Huh7.5.1 HCVcc-Cre infection, luciferase reporter, 44 h; Potency, µM (titrated, usually from 41.8 µM), inactives show at the top dose activity change, negative = inhibition, usual class: inhibitors; hit rate 3.4% among 340,000; AID 651820
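A cell-based infection assay in which seeded cells (1,000 per well) receive test compound after 4 h, are inoculated with HCVcc-Cre at approximately 0.5 moi, and are incubated 44 h before luminescence detection.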
LmPK inhibitor: blocks Leishmania mexicana pyruvate kinase activity. purified LmPK, Kinase-Glo ATP luminescence, 1 h. Potency, µM (doses to about 57.5 µM), for the others: at the top dose activity change, negative = inhibition, hits mostly inhibitors. hit rate 0.37% among 290,000. AID 1721
Target sequence (Q27686 whole entry, looked up): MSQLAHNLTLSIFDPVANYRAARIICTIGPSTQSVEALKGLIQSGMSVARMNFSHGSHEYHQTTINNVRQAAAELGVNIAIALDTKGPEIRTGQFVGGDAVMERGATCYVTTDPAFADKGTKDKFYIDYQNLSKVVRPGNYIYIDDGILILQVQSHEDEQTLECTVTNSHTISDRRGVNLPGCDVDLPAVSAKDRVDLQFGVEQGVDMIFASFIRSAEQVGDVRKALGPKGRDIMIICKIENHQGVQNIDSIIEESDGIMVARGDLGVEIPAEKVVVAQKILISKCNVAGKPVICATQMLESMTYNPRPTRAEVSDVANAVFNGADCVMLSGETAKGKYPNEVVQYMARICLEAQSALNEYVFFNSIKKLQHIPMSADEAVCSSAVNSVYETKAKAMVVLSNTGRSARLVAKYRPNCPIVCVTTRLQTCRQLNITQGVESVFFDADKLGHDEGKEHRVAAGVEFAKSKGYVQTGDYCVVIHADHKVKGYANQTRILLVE
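In 50 mM imidazole pH 7.2 with 7 mM MgCl2, LmPK (0.1 nM) turned over PEP (0.5 mM) and ADP (0.1 mM) for 1 h at room temperature. Luciferase read-out of ATP.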
Tb PYK inh: inhibitors of Trypanosoma brucei pyruvate kinase; Q57TT1; TbPYK enzyme, Kinase-Glo Plus ATP luminescence, 45 min; Potency, µM (highest dose often 76.8 µM), inactives show at the highest dose activity, negative = inhibition, hits mostly inhibitors; hit rate 0.12% among 410,000; AID 624173; note: nearly all actives have a fitted effect of over 50% in size
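TbPYK + substrate in 50 mM TEA pH 7.2, 100 mM KCl, 10 mM MgCl2, 0.05% BSA, 0.01% Tween-20; cpd pinned; ADP 130 uM final; 45 min RT; Kinase-Glo Plus 10 min; luminescence endpoint.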
Sm TGR inh: inhibitors of Schistosoma mansoni thioredoxin glutathione reductase; hit rate 3% among 360,000; AID 485364; purified TGR, DTNB reduction, TNB absorbance 405 nm; Q962Y6; Potency, µM (highest dose often 114 µM), for inactives: at the highest dose activity change, negative = inhibition, usual class: inhibitors; note: nearly all actives have a fitted effect of over 60% in size
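TGR 20 nM + NADPH 100 uM (dispensed conc.), cpd preinc 15 min RT; start with NADPH (500 uM addition) then DTNB (15 mM addition). Kinetic TNB absorbance, 405 nm filter. Four-parameter Hill fit across titration.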
Pf growth 96h: P. falciparum growth inhibition at 96 hours. AID 504834. hit rate 6.9% among 320,000. Potency, µM (top dose mostly 28.7 µM), inactives show at the top dose activity change, negative = inhibition, hits mostly inhibitors. P. falciparum luciferase reporter growth, 96 h
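Compounds incubated with erythrocytes infected by luciferase-expressing P. falciparum (2% hematocrit, 0.05% parasitemia final) for 96 hours, 37 C in 5% CO2. Growth inhibition scored as decreased luciferase luminescence.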
Pf growth 48h: P. falciparum growth inhibition at 48 hours (one generation); Potency, µM (highest dose often 28.7 µM), without a hit: top-dose activity change, negative = inhibition, hits mostly inhibitors; hit rate 5.9% among 310,000; P. falciparum luciferase growth in erythrocytes, 48 h
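Firefly luciferase activity from engineered P. falciparum reports growth; inhibitors lower the luminescent signal. Cultures contained 2% hematocrit erythrocytes at 0.1% final parasitemia.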
* marks the source's active call; other numbers are inactive results; ? = inconclusive; . = no result given; & = joins results of further samples; [ ] = dose if it differs, or a comment. Calls come from the whole dose curve; as a rule, active = well fitted curve in the direction sought with a large enough effect; inconclusive = small, poorly fitted or top-dose-only effect, or another doubt; inactive = no such curve, though single readings can be large; an effect the other way counts as inactive or inconclusive. % is set by controls: 0 for no effect and ±100 for the full control effect; potency is the fitted concentration of half-maximal effect. No enrichment for hits. About 16% of those tested had a hit in this group.

(1) CC(C)(C)c1csc(NC(=O)CSc2nc3ccccc3c(=O)[nH]2)n1
(2) Cc1ccc(O)c([C@H](CCN(C(C)C)C(C)C)c2ccccc2)c1
(3) O=C(NC1CCN(Cc2ccccc2)CC1)c1ccc2c(c1)[nH]c(=O)n2Cc1ccc(F)cc1
(4) O=C1CC(=O)N(c2cccc(C(F)(F)F)c2)C(=O)N1
(5) CCOC(=O)c1sc(NC(=O)CN2CCN(c3ccc(OC)cc3)CC2)nc1C
(6) CC(C)c1cc[n+](-c2nc([O-])sc2C=O)cc1
(7) CC(OC(=O)Cc1ccccc1[N+](=O)[O-])C(=O)NC(=O)NC1CCCCC1 (stereo not given)
(8) COc1ccccc1C(=O)NN1C(=O)C2C3C=CC(O3)C2C1=O (stereo not given)
(9) O=C(NCc1ccc(Cl)cc1)c1ccc(-n2cccn2)nc1
(10) CCC(C)[C@H](NC(=O)N1c2ccccc2NC(=O)[C@@H]1C(C)C)C(=O)N[C@@H](Cc1ccccc1)C(=O)O (stereo not given in full)

assay / compound	1	2	3	4	5	6	7	8	9	10
Tb PYK inh	2%	8%&1%&-7%	3%	-8%	-10%	28µM*	-18%	-4%	2%	4%
Pf growth 96h	62%[activator]	-6%&-1%	74%[activator]	32%[activator]	?	7%	32%[activator]	13%	29%	?
HCV inhibitor	15%	-29%&-10%	2.5µM*	23%	-21%	19%	18%	-6%	10%	19%
Pf growth 48h	-28%	1.7µM*	-4%	18%	-21%	8%	29%	-1%	162%[activator]	53%
Sm TGR inh	0%	8%	4%	?	-6%	?	2%	18µM*	5%	0%
LmPK inhibitor	5%	-6%	-1%	-5%	0%	-1%	.	1%	-6%	3%

(11) CCCCN(CCCC)CP(=O)(c1ccccc1)c1ccccc1
(12) CN(C)c1nc(NCc2ccccc2)nc(N/N=C/c2ccccc2F)n1
(13) CCOC(=O)N1CCN(c2nc(C)cc(C(F)(F)F)n2)CC1
(14) Cc1sc(NC(=O)CN(C)C2CCCCC2)nc1-c1ccc2c(c1)CCN2S(=O)(=O)c1ccccc1
(15) CC(C)NC(=O)CSc1nnc(-c2ccc(C(C)(C)C)cc2)n1C
(16) COc1ccc(C(=O)N/C(=C\c2ccco2)C(=O)NCCCn2ccnc2)cc1
(17) CCC1(c2ccccc2)NC(=O)N(CC(=O)NC2CCCC2)C1=O (stereo not given)
(18) Cc1ccc(CS(=O)(=O)c2ncc(Cl)c(C(=O)Nc3nnc(C(C)C)s3)n2)cc1
(19) O=C(COCc1cc(-c2ccc3c(c2)OCO3)on1)N1CCCCC1
(20) NNC(=O)c1n[nH]c2c1CC(C1CCCCC1)CC2 (stereo not given)

assay / compound	11	12	13	14	15	16	17	18	19	20
Tb PYK inh	0%	.	-15%	.	-1%	-2%	1%	7%&-10%	0%	-4%
Pf growth 96h	49%[activator]	28%	?	2.9µM*	-9%	30%[activator]	19%	?	46%[activator]	?
HCV inhibitor	-16%	.	-22%	.	-6%	-2%	3%	?	0%	?
Pf growth 48h	.	?	7%	.	-27%	14%	-24%	20%	7%	?
Sm TGR inh	-22%	-5%[57.1 µM]	6%	-27%	3%	-14%	-2%	18µM*	-18%	1%
LmPK inhibitor	8%	3%	2%	12%	1%	5%	.	2%	-1%	.

Some entries already given, showing only Pf growth 48h, LmPK inhibitor and Tb PYK inh:
No.	SMILES	Pf growth 48h	LmPK inhibitor	Tb PYK inh
12	CN(C)c1nc(NCc2ccccc2)nc(N/N=C/c2ccccc2F)n1	?	3%	.
14	Cc1sc(NC(=O)CN(C)C2CCCCC2)nc1-c1ccc2c(c1)CCN2S(=O)(=O)c1ccccc1	.	12%	.
11	CCCCN(CCCC)CP(=O)(c1ccccc1)c1ccccc1	.	8%	0%

Going on with the list.
(21) Cc1cc(=O)oc2c1c(C)nn2-c1ccc(Br)cc1
(22) CSCC(=O)N1CCCC(CO)(CCCc2ccccc2)C1 (stereo not given)
(23) CN1CCN(c2ccc(S(=O)(=O)N3CCCCC3)cc2NC(=O)c2cccc([N+](=O)[O-])c2)CC1
(24) Cn1nnnc1Sc1ncnc2scc(-c3ccc[nH]3)c12
(25) O=C(CN1CCN(S(=O)(=O)c2ccc(Br)cc2)CC1)Nc1ccccc1F
(26) COCCN1C(=O)N(c2cccc(C)c2)C(=O)C1CC(=O)Nc1ccc(F)cc1 (stereo not given)
(27) COc1ccc(/C=N/NC(=O)c2ccc(COc3cccc4cccnc34)cc2)cc1O
(28) CC1=C(C(=O)Nc2ccccc2C)C(c2cccnc2)n2nc(CCCO)nc2N1 (stereo not given)
(29) Cc1cccc(N(CC(=O)NC2CCCCC2)C(=O)c2ccc(C)s2)c1
(30) CC(=O)Nc1cc(C(=O)N(C)Cc2ccccc2)ccc1S(=O)(=O)c1ccc(C)cc1

assay / compound	21	22	23	24	25	26	27	28	29	30
Tb PYK inh	5%	-4%	-2%	-9%	1%	-4%	-1%	4%	5%	4%
Pf growth 96h	2.9µM*	3%	0%	?	82%[activator]	-1%	?	.	52%[activator]	17%
HCV inhibitor	?	-7%	?	.	5%&4%	0%	-13%	8%	-23%	-6%
Pf growth 48h	-28%	-5%	-23%	10µM*	4%	13%	?	4%	33%[activator]	1%[0.00184 µM]
Sm TGR inh	-7%	-9%	1%	11µM*	1%	0%	11%	-2%	-3%	0%
LmPK inhibitor	3%	0%	4%	.	3%	5%	1%	-2%	0%	0%

(31) Cc1ccc(-c2cc(C(F)F)n3ncc(C(=O)N4CCC5(CC4)OCCO5)c3n2)cc1
(32) COc1ccc(C(C)=O)cc1CSc1nncn1-c1ccccc1
(33) COc1ccc(C(=O)N2CCCc3ccccc32)cc1
(34) COc1ccc2c(c1)c(CC(=O)OC(C)C(=O)N(C)C)c(C)n2C(=O)c1ccc(Cl)cc1 (stereo not given)
(35) COc1ccc(C2C(C(=O)/C=C/c3ccco3)=C(O)C(=O)N2CCN2CCOCC2)cc1 (stereo not given)
(36) CC(=O)Nc1ccc(Oc2sc(C(=O)c3ccccc3)c(N)c2C#N)cc1
(37) O=C(NCc1ccc(F)cc1)C1CCCN1C(=O)NCc1ccccc1 (stereo not given)
(38) Oc1c(Br)cc(Br)cc1CNc1cccc2cccnc12
(39) C=CCN1C(=O)/C(=C\c2ccc(N3CCOCC3)o2)C(=O)NC1=S
(40) Cc1ccccc1N1CC(C(=O)Nc2nnc(SCCC3OCCO3)s2)CC1=O (stereo not given)

assay / compound	31	32	33	34	35	36	37	38	39	40
Tb PYK inh	1%	-7%	-1%	0%	-10%	1%	6%	-7%	?	-27%
Pf growth 96h	?	?	0.26µM*	?	-15%	?	28%	?	?	?
HCV inhibitor	?	24%	?	?	11µM*	?	23%	0%	35%[activator]	5%
Pf growth 48h	.	-9%	-11%	?	?	?	5%	?	7%	?
Sm TGR inh	-1%	?	3%	3%	14µM*	-1%	5%	1.8µM*	50µM*	-21%
LmPK inhibitor	7%	0%	1%	1%	1%	-1%	0%	0%	0%	-1%

Random excerpt: 6 compounds from above.
(32) COc1ccc(C(C)=O)cc1CSc1nncn1-c1ccccc1
(38) Oc1c(Br)cc(Br)cc1CNc1cccc2cccnc12
(37) O=C(NCc1ccc(F)cc1)C1CCCN1C(=O)NCc1ccccc1 (stereo not given)
(34) COc1ccc2c(c1)c(CC(=O)OC(C)C(=O)N(C)C)c(C)n2C(=O)c1ccc(Cl)cc1 (stereo not given)
(33) COc1ccc(C(=O)N2CCCc3ccccc32)cc1
(31) Cc1ccc(-c2cc(C(F)F)n3ncc(C(=O)N4CCC5(CC4)OCCO5)c3n2)cc1

assay / compound	32	38	37	34	33	31
Tb PYK inh	-7%	-7%	6%	0%	-1%	1%
Pf growth 96h	?	?	28%	?	0.26µM*	?
HCV inhibitor	24%	0%	23%	?	?	?
Pf growth 48h	-9%	?	5%	?	-11%	.
Sm TGR inh	?	1.8µM*	5%	3%	3%	-1%
LmPK inhibitor	0%	0%	0%	1%	1%	7%

Later entries:
(41) O=C(O)C1CC=CCC1C(=O)N1CCN(c2nc(-c3ccccc3)c3ccccc3n2)CC1 (stereo not given)
(42) CCOc1ccc(NC(=O)c2ccc3[nH]c(=O)c(=O)[nH]c3c2)cc1
(43) CS(=O)(=O)N1CCCC(C(=O)NCCc2ccccc2)C1 (stereo not given)
(44) O=C(Nc1ccccc1Cl)c1ccc2nsnc2c1
(45) CC(=O)c1cccc(Nc2c([N+](=O)[O-])c(=O)oc3ccccc23)c1
(46) CC1CN(C(=O)c2cccc(S(=O)(=O)N3CCN(c4ccccc4)CC3)c2)CC(C)O1 (stereo not given)
(47) COCCn1c(SCC(=O)Nc2ccccc2OC)nc2ccccc2c1=O
(48) O=C(OC1CCOC1=O)c1ccc(Cl)c(S(=O)(=O)N2CCCCC2)c1 (stereo not given)
(49) COc1ccccc1Oc1ccc2c(c1)C(=O)N(CC1CCCO1)C2=O (stereo not given)
(50) CCN(C(=O)COC(=O)C1CCN(S(=O)(=O)c2ccc3c(c2)OCCO3)CC1)C1CCCCC1

assay / compound	41	42	43	44	45	46	47	48	49	50
Tb PYK inh	-2%	-17%	-11%	-1%	5%	2%	2%	0%	-3%	-1%
Pf growth 96h	.	2%	23%	?	?	13%	-28%	-7%	19%	?
HCV inhibitor	?	25%	16%	1%	-3%	-12%	?	20%	-13%	-2%
Pf growth 48h	?	6%	18%	121%[activator]	-3%	14%	-16%	0%	19%	-10%
Sm TGR inh	-30%	-8%	2%	19%	-13%	1%	5%	2%	13%	-4%
LmPK inhibitor	7%	1%	-1%	-12%	8%	.	-4%	0%	2%	.

(51) O=C(Nc1ccc(Cl)cc1Cl)c1ccc2c(c1)OCCO2
(52) CC1CCCCC1NC(=O)CCCCCn1c(=S)[nH]c2ccccc2c1=O (stereo not given)
(53) Cc1nn(Cc2ccc(F)cc2)c(C)c1NC(=O)c1nn(C)cc1Cl
(54) Cc1c(CCC(=O)NCCCCCC(=O)O)c(=O)oc2c(C)c3oc4c(c3cc12)CCCC4

assay / compound	51	52	53	54
Tb PYK inh	-4%	-8%	-7%	3%
Pf growth 96h	495%[activator]	?	?	?
HCV inhibitor	?	-25%	9%	-9%
Pf growth 48h	358%[activator]	?	-9%	-10%
Sm TGR inh	0%	-8%	1%	24%
LmPK inhibitor	.	0%	-1%	3%

Compound activity as filed in PubChem.
